# Assay outcomes deposited in PubChem by several laboratories.
# PLCg1 inh: PLC-gamma1 enzyme inhibitors, primary screen, biochemical, fluorescence, purified enzyme; fluorogenic substrate; inhibition, % at 12.2 µM; 370,000 tested, 0.84% active; AID 720700, 2013; in the data active = inhibition above about 9.5%
# Target sequence (P19174 whole entry, looked up): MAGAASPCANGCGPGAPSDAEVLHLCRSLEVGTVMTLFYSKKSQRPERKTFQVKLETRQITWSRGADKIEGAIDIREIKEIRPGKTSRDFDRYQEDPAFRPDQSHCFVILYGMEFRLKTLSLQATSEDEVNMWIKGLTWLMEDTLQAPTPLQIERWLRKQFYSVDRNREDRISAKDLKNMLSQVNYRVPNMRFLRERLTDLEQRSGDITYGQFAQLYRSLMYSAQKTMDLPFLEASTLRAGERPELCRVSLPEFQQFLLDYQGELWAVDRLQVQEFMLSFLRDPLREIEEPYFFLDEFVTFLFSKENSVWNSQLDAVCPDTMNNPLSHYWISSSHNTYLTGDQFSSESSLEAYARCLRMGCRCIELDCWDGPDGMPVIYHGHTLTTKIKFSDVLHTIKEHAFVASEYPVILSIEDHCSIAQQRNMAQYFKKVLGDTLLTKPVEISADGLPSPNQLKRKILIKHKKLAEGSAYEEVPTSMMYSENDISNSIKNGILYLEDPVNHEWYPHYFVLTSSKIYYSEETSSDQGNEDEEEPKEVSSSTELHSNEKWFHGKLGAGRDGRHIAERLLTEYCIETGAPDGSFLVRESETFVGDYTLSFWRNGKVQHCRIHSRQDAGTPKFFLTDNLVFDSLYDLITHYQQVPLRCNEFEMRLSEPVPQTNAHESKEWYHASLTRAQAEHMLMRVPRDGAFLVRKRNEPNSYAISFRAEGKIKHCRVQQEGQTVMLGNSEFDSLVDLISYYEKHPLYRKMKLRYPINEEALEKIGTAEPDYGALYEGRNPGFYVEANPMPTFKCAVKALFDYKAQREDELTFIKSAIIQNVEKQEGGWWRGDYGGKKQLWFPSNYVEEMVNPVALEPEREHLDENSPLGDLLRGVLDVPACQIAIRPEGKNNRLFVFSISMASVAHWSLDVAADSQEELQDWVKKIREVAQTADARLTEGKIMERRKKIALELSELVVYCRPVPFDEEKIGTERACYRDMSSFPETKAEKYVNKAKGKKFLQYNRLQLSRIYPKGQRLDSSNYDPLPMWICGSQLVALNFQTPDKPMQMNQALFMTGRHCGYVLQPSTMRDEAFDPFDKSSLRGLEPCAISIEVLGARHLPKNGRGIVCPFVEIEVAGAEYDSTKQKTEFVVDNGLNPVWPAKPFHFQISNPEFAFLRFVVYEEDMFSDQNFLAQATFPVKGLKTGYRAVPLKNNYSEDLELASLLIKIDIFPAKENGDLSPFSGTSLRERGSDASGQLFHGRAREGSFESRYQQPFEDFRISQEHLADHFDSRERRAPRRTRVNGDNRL
# hgDAF12 agonist: H. glycines DAF-12 receptor agonists, primary screen, cell-based, luminescence, HEK293, GAL4 fusion, UAS-luciferase. 370,000 tested, 1.8% active. activation, % at 6.8 µM. AID 687014, 2013. HEK293 GAL4-hgDAF12 UAS-luciferase reporter, agonist luminescence; normalized to butyrate control. Nuclear hormone receptor DAF-12 (Heterodera glycines), GAL4 fusion;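 active = activation above a cutoff set at the mean of all screened compounds plus 3 SD, cut at about 10% in these data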;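 also: 0% = DMSO wells and 100% = sodium butyrate wells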
# hcDAF-12 act: H. contortus DAF-12 nuclear receptor activators, primary screen, cell-based, luminescence, HEK293, lit1-tk-luc reporter | 370,000 tested, 1.4% active | activation, % at 6.8 µM | HEK293 hcDAF-12 lit1-tk-luc reporter; 0% DMSO, 100% Δ7-dafachronic acid | AID 652067, 2013;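 active = activation above the mean of all tested compounds plus 3 SD, cut at about 5.5% in these data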;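 also: 100% = response to 3 µM Δ7-dafachronic acid high control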
# SMARCA2 activ: SMARCA2 (BRM) function activators, primary screen, cell-based, luminescence, high throughput; MG213 cells, MMTV-luciferase reporter, dexamethasone, overnight; activation, % at 9.1 µM; 370,000 tested, 1% active; in the data active = activation above about 7.8%;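 also: 0% = vehicle wells and 100% = reference activator wells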
# ssDAF12 agonist: S. stercoralis DAF-12 nuclear receptor activators, primary screen, cell-based, luminescence, HEK293, GRIP1 co-expression, lit1-tk-luc. Nuclear hormone receptor DAF-12 (Strongyloides stercoralis). HEK293 ssDAF-12/GRIP1 lit1-tk-luc reporter; % of 3 µM dafachronic acid response. activation, % at 6.8 µM. 370,000 tested, 1% active. AID 652126, 2013;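 active = activation above the mean over all tested compounds plus 3 SD, cut at about 0.9% in these data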;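 also: 0% = DMSO-only wells and 100% = 3 µM delta7-dafachronic acid wells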
# DAX1 inh-1: DAX1 (NR0B1) inhibitors, primary screen, cell-based, HEK293, Gal4-DAX1, luciferase luminescence | AID 504766, 2011 | inhibition, % at 6.75 µM | 340,000 tested, 0.99% active | Nuclear receptor subfamily 0 group B member 1 (Homo sapiens), P51843 | HEK293 Gal4-DAX1 luciferase reporter;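 active = inhibition above the mean over all tested compounds plus 3 SD, cut at about 4.2% in these data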;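 also: 0% = DAX1-transfected cells with DMSO and 100% = empty-vector control cells with DMSO; inhibition shows as a rise in luminescence from relieved DAX1 repression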
# DAX1 inh-2: DAX1 (NR0B1) inhibitors on StAR promoter, primary screen, cell-based, luminescence, SF-1 (NR5A1), full-length DAX-1; 370,000 tested, 1.1% active; inhibition, % at 6.8 µM; HEK293T StAR-luciferase reporter, SF-1/DAX-1 repression relief; AID 652010, 2013;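 active = inhibition above the mean over all tested compounds plus 3 SD, cut at about 3.6% in these data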;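 also: 0% = DAX-1 cells with DMSO and 100% = cells lacking DAX-1 with DMSO; higher inhibition means more luminescence from relief of DAX-1 repression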
# MBD2 inh: inhibitors of MBD2 binding to methylated DNA, primary screen, biochemical, TR-FRET, DNA-binding domain, human. Methyl-CpG-binding domain protein 2 (Homo sapiens), Q9UBB5. MBD2 binding to methylated oligonucleotide. inhibition, % at 4.4 µM. 370,000 tested, 0.31% active. AID 686964, 2013; in the data active = inhibition above about 13%
# Rev-erbA mod: modulators of Rev-erb alpha DNA binding, primary screen, biochemical, FITC-DNA, fluorescence polarization, uHTS. Rev-erbα–FITC-DNA binding, 90 min. AID 1259318, 2017. 370,000 tested, 0.79% active. activity, % at 10 µM;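 active = activity above about 14%, limit read from the data; passing the limit was not always enough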;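 also: 0% = DMSO wells with 35 nM protein and 100% = DMSO wells with 750 nM protein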
# PLCb3 inh: human PLC-beta3 inhibitors, primary screen, biochemical, fluorescence. 1-phosphatidylinositol 4,5-bisphosphate phosphodiesterase beta-3 (Homo sapiens), Q01970. Purified PLC-beta3, fluorogenic substrate. inhibition, % at 12.2 µM. 370,000 tested, 0.18% active. AID 720704, 2013; in the data active = inhibition above about 11%;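 also: 0% = median of compound wells on plate and 100% = full blocker control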
# ADAM17 inh: ADAM17 inhibitors, primary screen, biochemical, QFRET; recombinant ADAM17, EDANS/DABCYL FRET peptide cleavage; 370,000 tested, 0.83% active; Disintegrin and metalloproteinase domain-containing protein 17 (Homo sapiens), P78536; inhibition, % at 6.95 µM;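 active = inhibition above the mean of compounds lying between control limits plus 3 SD, set per campaign, cut at about 8.5% in these data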;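 also: 0% = DMSO-only wells as the low control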
# * marks the source's active call; other numbers are inactive results; i = inactive; · = not tested or not shown.
SMILES,PLCg1 inh,hgDAF12 agonist,hcDAF-12 act,SMARCA2 activ,ssDAF12 agonist,DAX1 inh-1,DAX1 inh-2,MBD2 inh,Rev-erbA mod,PLCb3 inh,ADAM17 inh
COc1ccc(S(=O)(=O)NC2CC(=O)N(c3ccc4c(c3)OCCO4)C2)cc1 (stereo not drawn),-2,0.6,-1.0,0,-1.0,-0.6,-0.6,6,8,-1,0
COc1ccc(-c2csc(CCn3nc(C)cc3C)n2)cc1,4,-1.5,-1.0,-6,-1.3,-0.4,-0.1,-1,-4,5,0
CN(C)c1ccc(CNS(=O)(=O)c2ccc3c(c2)NC(=O)CS3)cc1,0,0.8,0.1,-3,0.1,-0.4,0.0,0,0,-15,2
Cc1ccccc1S(=O)(=O)Cc1ccc(C(=O)N2CCN(c3ccc(F)cc3)CC2)o1,-2,-3.0,-3.1,-3,-1.1,-2.1,-1.3,1,3,-1,-4
CCCCCn1c(NC(=O)c2ccco2)c(S(=O)(=O)c2ccc(C)cc2)c2nc3ccccc3nc21,-360,-4.6,-1.5,-2,-0.8,1.2,-1.6,1,-3,i,-197
CC1=C(C(=O)OCc2ccccc2)C(c2ccccc2OS(=O)(=O)c2ccccc2[N+](=O)[O-])NC(=O)N1CCCC(=O)O (stereo not drawn),0,1.4,-0.6,0,-1.2,·,-0.3,-4,-3,6,-4
Cc1ccc(-n2c(-c3ccc(Cl)cc3)n[nH]c2=S)cc1,-1,-2.0,0.0,2,-1.6,-0.4,0.1,2,0,-7,1
O=C(O)CN=C1NC2(CCCC2)Cc2ccccc21,-1,4.7,0.6,1,-1.8,-0.3,0.2,-5,0,2,0
O=C(OCCN(C1=NS(=O)(=O)c2ccccc21)c1ccccc1Cl)c1ccc(Cl)cc1,1,0.9,-0.8,-2,-1.1,2.0,-1.1,0,-2,1,-5
C(/C=C/c1ccco1)=N/N1CCN(c2ccccc2)CC1,-2,6.3,2.0,6,0.7,1.4,3.2,0,-3,-7,0
COc1cccc(NS(=O)(=O)c2ccc3c(c2)C2C=CCC2C(c2ccc(C(=O)O)cc2)N3)c1 (stereo not drawn),-19,1.7,0.6,0,-0.3,2.1,0.0,1,-9,-34,-3
Cc1ccc(/C=N\NC(=O)C2CN(S(=O)(=O)c3ccccc3)CCN2S(=O)(=O)c2ccccc2)cc1 (stereo not drawn),1,1.4,-1.6,-3,-1.6,1.0,0.0,1,3,2,5
O=C(Cc1cccs1)Nc1ccc(Cl)cc1,6,3.2,2.2,5,-0.7,0.9,0.4,0,-2,5,0
CC(C)CN(Cc1cc2ccccc2[nH]c1=O)C(=O)c1cccnc1,-4,-1.8,-0.3,-3,-1.0,0.2,-0.3,4,0,0,-7
C=CCSc1nc2sc(C)c(C)c2c(=O)[nH]1,-2,-1.9,-1.4,-1,-1.4,0.7,-0.6,-7,4,-2,-1
O=S(=O)(c1ccccc1F)N1CCN(CCc2ccccc2)CC1,4,-3.2,-3.3,-2,-0.8,-2.1,-0.7,3,0,0,1
NC(=O)c1ccc(NC(=O)CS(=O)(=O)c2cn(CC(=O)N3CCCC3)c3ccccc23)cc1,4,-3.7,0.0,-1,-1.3,0.4,0.4,1,-1,-7,7
N#CCc1ccc(NC(=O)c2ccc(S(=O)(=O)N3CCCC3)cc2)cc1,2,-0.7,-1.9,-1,-0.7,-1.4,-0.9,0,-3,-5,-1
CCn1c(N)c(C(=O)NCCOC)sc1=S,1,-0.7,-0.8,-1,-0.8,2.8,-0.3,-5,-5,2,-3
CCOC(=O)C1CCN(C(=O)c2cccc(NS(=O)(=O)c3ccc(F)c(F)c3)c2)CC1,1,2.6,-0.5,-1,-2.0,-0.4,-1.5,-3,0,-1,-5
Cc1ccc(-c2cc(C(=O)Nc3cnn(C(C)C)c3)no2)cc1,5,5.4,-1.3,0,-1.3,-1.1,-0.6,6,-4,-27,-5
CCOC(=O)c1sc(NC(=O)C2CC(=O)N(c3ccccc3C)C2)nc1C (stereo not drawn),0,-1.1,-0.9,0,-0.9,0.7,-0.1,-3,-1,-4,2
CCn1c(=O)cc(SCC(=O)Nc2cccc(SC)c2)c2ccccc21,1,2.5,-0.2,-1,-0.7,0.3,0.5,2,-2,2,0
CSc1nsc(SC)c1C(=O)OCC(F)(F)F,5,0.2,-1.7,4,-1.1,0.9,-0.3,0,-2,-1,0
N=c1oc2cc(O)ccc2cc1C(=O)Nc1ccc(Br)cc1,-184,3.7,0.3,2,-0.2,3.9,1.4,-3,3,-222,-255
CC(=O)Nc1ccc(S(=O)(=O)Oc2ccc(C(=S)N3CCCCC3)cc2)cc1,8,-5.3,-1.9,-3,-1.7,-1.6,-2.5,-1,4,1,7
C[C@H](CO)N1C[C@H](C)[C@@H](CN(C)C(=O)NC2CCCCC2)Oc2c(NS(=O)(=O)c3ccccc3)cccc2C1=O,0,0.6,-1.2,0,-1.6,0.6,0.0,2,-3,1,-1
C=CCOc1cccc(/C=N/NC(=O)CN2CCCCC2)c1,0,-0.7,0.1,-3,-0.5,1.8,0.1,0,4,-7,-8
Cc1cc(C(=O)CN2C(=O)NC3(CCCc4sccc43)C2=O)c(C)n1-c1ccc(Cl)cc1 (stereo not drawn),-2,-3.1,-1.3,1,-0.2,0.5,-0.1,-2,-1,3,0
COC(=O)/C=C1\SC(=Nc2ccccc2)NC1=O,2,-1.1,-0.2,-3,-0.8,-0.2,0.3,6,0,0,-3
O=C(CN1CCN(c2ccccn2)CC1)Nc1cccc(S(=O)(=O)N2CCCC2)c1,-4,-1.0,-1.2,-4,-2.0,-1.9,-1.2,6,3,-6,2
COC(=O)N1CCC[C@H]1c1cccc2[nH]cc(C)c12,-1,1.0,-1.6,3,-1.2,·,0.1,6,2,-6,-5
CCOC(=O)c1cnc2ccc(OC)cc2c1NCc1ccccc1,-12,-2.3,-3.1,-2,-1.6,-0.9,-0.7,-2,0,-14,-11
CC1CCCC(C)N1CCCNC(=O)c1ccc2nc(N3CCOCC3)sc2c1 (stereo not drawn),2,-0.2,-2.2,0,-0.8,1.4,0.1,-5,3,-1,2
CC(C)[C@H](NC(=O)c1ccc(F)cc1)C(=O)OCC(=O)NC(=O)c1cccn1C,-13,0.6,0.8,0,-1.3,0.4,-0.4,2,-2,-14,-3
CNC(=O)OCc1ncn(-c2ccccc2)c1COC(=O)NC,2,0.4,-0.9,-2,-1.0,·,-1.0,2,-2,2,-1
Cc1cc2c(n1-c1ccc(C(N)=O)cc1)CC(C)(C)CC2=O,-3,-1.8,-1.8,-4,-1.2,-0.4,0.1,5,1,-3,-4
CCOC(=O)C1(Cc2cccc(Cl)c2)CCCN(C(=O)c2cn[nH]c2)C1 (stereo not drawn),5,-1.0,1.1,3,-0.2,1.7,3.2,-7,-1,-2,-1
COC(=O)c1ccc(C23CC4(C2)[C@H](CN(Cc2ccc(-c5ccccc5)cc2)[C@@H]4c2ccccc2)C3c2ccc(Cl)nc2)cc1 (stereo partly drawn),1,0.2,1.8,0,-0.5,·,0.2,-1,2,-1,7
Cc1nc(Cl)sc1C(=O)Nc1cccc(C(F)(F)F)c1,0,-2.2,0.5,0,-1.1,-1.5,-0.3,2,1,-5,1
Nc1c(N(Cc2ccco2)C(=O)COc2ccccc2Cl)c(=O)[nH]c(=O)n1Cc1ccccc1,-2,-3.3,0.6,1,-0.8,-0.6,-1.4,8,6,-22,-4
O=C(Nc1cccc(Cl)c1)OCc1cn(-c2ccc(Cl)cc2)nn1,0,2.0,4.3,-2,-0.6,-0.9,0.6,-3,1,-2,-18
C[C@H](O)[C@@H]1C(=O)N2CCc3c([nH]c4c(-c5ccc6c(c5)OCO6)cccc34)[C@@H]2C[C@@H]1N(C)C(=O)Nc1ccccc1,-10,2.2,-2.5,1,0.7,·,1.1,1,9,-9,-6
CCC(=O)Nc1nnc(S(=O)(=O)N2CCCC2)s1,-4,0.6,-1.6,-3,-0.8,1.7,-0.2,-2,-4,-3,-6
CCCC(=O)NC(=S)Nc1ccc(CN2CCOCC2)cc1,4,0.0,1.8,-2,-0.7,1.2,0.3,-8,0,0,2
CCCCSc1cc(=O)n(-c2ccccc2)nc1C(=O)OCC,1,0.5,-1.0,0,-1.1,0.1,0.0,2,-7,2,-1
O=C1CN(C(=O)COC(=O)c2ccc(N3CCCCCC3)c([N+](=O)[O-])c2)c2ccccc2N1,7,0.5,-3.9,0,-2.0,-1.2,-0.6,-4,1,2,8
Cc1ccnc(N2C3CCC2CC(O)(c2ccccc2)C3)n1 (stereo not drawn),-11,-2.1,0.6,5,-1.6,0.5,-0.4,3,-2,-9,-11
Cc1ccccc1OCC(=O)N/N=C/c1cccn1C,0,0.0,-0.7,0,-0.9,1.3,-0.7,-3,-1,2,0
O=C(NCc1ccc2c(c1)OCO2)c1cc2ccccc2oc1=O,-3,-0.9,0.0,0,-1.3,-0.1,0.9,-7,1,-2,-7
O=C(NCCS(=O)(=O)N1CCN(c2ccccc2F)CC1)c1ccc2c(c1)OCO2,-1,1.0,-2.1,-3,-1.5,0.9,1.4,-3,1,-7,1
COc1ccccc1-c1cc(C(F)(F)F)nc(S(=O)(=O)CCCC(=O)Nc2cccnc2Cl)n1,-63,-0.9,2.2,2,-1.7,-1.3,1.1,-5,5,-98,-14
COc1ccc(C2C(C(C)=O)=C(O)C(=O)N2c2ccc(Br)cc2)cc1 (stereo not drawn),-16,6.3,0.3,-1,-0.7,2.9,0.6,-3,-2,-26,-1
Cc1nn(C)c2ncc(C(=O)c3cc(F)ccc3O)cc12,3,-1.8,-1.4,1,-1.3,-0.7,0.3,-7,6,3,1
CN1CCN(c2ccc(NC(=O)CSc3nnnn3-c3ccccc3F)cc2)CC1,-2,4.8,0.2,-2,-0.9,-0.2,-0.6,-5,1,-5,3
CN(c1ccc(F)cc1)S(=O)(=O)c1ccc(Cl)c(C(=O)NC2(C)CCS(=O)(=O)C2)c1 (stereo not drawn),1,-1.8,-0.6,1,-1.3,0.5,0.1,2,4,-7,-11
